# Growth percent in the NCI-60 one-dose screen (48 h, 10 µM unless noted): 100 = growth as untreated, 0 = no growth, -100 = all killed.
# ACHN: ACHN renal cancer; AID 1794771; 4.9% of 81,000 active
# A498: A498 renal cancer cells | 5.4% of 76,000 active | AID 1794774
# NCI/ADR-RES: NCI/ADR-RES ovarian cells; 4.4% of 81,000 active
# RXF 393: RXF 393 renal cancer cells | 6.9% of 77,000 active | AID 1794773
# NCI-H460: NCI-H460 lung cancer. 6.8% of 82,000 active. AID 1794736
# CAKI-1: CAKI-1 renal cancer; 4.7% of 75,000 active
# NCI-H522: NCI-H522 lung cancer | 8% of 78,000 active
# NCI-H23: NCI-H23 lung cancer; 4% of 80,000 active; AID 1794731
# NCI-H226: NCI-H226 lung cancer; 3.5% of 79,000 active; AID 1794732
# Starred values were filed as active, the others as inactive; . = not tested or not shown; & = joins results of further samples. The calls were made as follows: active = growth percent below 10; inactive = the rest.
# Every second line gives: ACHN, A498, NCI/ADR-RES, RXF 393, NCI-H460, CAKI-1, NCI-H522, NCI-H23, NCI-H226
1. COc1ccc(-c2cc(-c3ccc(OC)cc3)n(-c3ccc(-c4nc(N)n[nH]4)cc3)n2)cc1
 : 103, 73, 99, 84, 101, 100, ., 97, 90
2. CCOC(=O)c1c(Nc2nc3ccccc3s2)sc2c1CCC(=O)C2
 : 30, 59, 87, 84, 34, 43, 8.1*, 26, 92
3. CCCC(CCC)C(=O)OCc1cn(-c2c3ccccc3nc3ccccc23)nn1
 : 96, ., 99, 101, 102, 98, 91, 94, 105
4. C=CCNC(=S)Nc1cccc([N+](=O)[O-])c1
 : 91, 91, 99, 107, 99, 75, 85, 97, 95
5. CN1CCN(CC(=O)N2c3cccc4cccc(c34)N(C(=O)CN3CCN(C)CC3)C2c2cn(-c3ccccc3)nc2-c2cccc([N+](=O)[O-])c2)CC1
 : -31*, 45, 72, -19*, 1.9*, 14, -3.4*, 1.1*, 88
6. COc1ccc(CCNC(=O)[C@H](O)[C@@H](N)Cc2ccccc2)cc1OC
 : 104, 110, 109, 104, 115, 99, 93, 98, 100
7. COc1ccc(-n2c(N)c(C(=O)NCCN3CCOCC3)c3nc4ccccc4nc32)cc1OC
 : 42, 60, 57, 64, 25, 165, 53, 67, 74
8. COc1nc2c(c(=O)[nH]1)C(c1ccc(F)cc1)C=C(C(=O)O)N2 (stereo not given)
 : 105, 86, 104, 109, 105, 99, 107, 99, 106
9. N[C@H](Cc1cc(I)c(Oc2ccc(O)c(I)c2)c(I)c1)C(=O)O
 : ., 91, 97, 98, 107, 73, 99, 102, 99
10. O=C1/C(=C/c2ccc(F)cc2)COc2ccc(O)c(O)c21
 : -67*, 105, 1.0*, -3.0*, 49, 9.0*, -65*, 44, 80
11. COc1ccc(NC(=O)CSc2nc3ccccc3c(=O)n2C)cc1
 : 95, 57, 93, 103, 98, 91, 84, 89, 92
12. CC(C)Nc1ncccn1
 : 103, 96, 103, 107, 107, 93, 99, ., 98
13. Nc1nn2c(-c3ccc(Cl)cc3)ccnc2c1N=Nc1ccc(S(N)(=O)=O)cc1
 : 110, 84, 110, 115, 107, 93, 95, 108, 101
14. Nc1c(C(=O)O)c(Br)cc2c1C(=O)c1ccccc1C2=O
 : 90, 101, 95, 112, 98, ., 92, 89, 96
15. Cc1noc(C)c1-c1ccc(=O)n(Cc2cccc3cccnc23)n1
 : 104, 84, 95, 96, 98, 75, 81, 89, 85
16. C/C=C(C)/C=N/NC(=O)C(=O)N/N=C/C(C)=C/C
 : 104, 100, 101, 109, 109, 102, 106, 105, 101
17. COc1ccc(Nc2nc(SCCC(C)C)nc(-c3ccc(F)cc3)c2C#N)cc1
 : 98, 85, 92, 108, 97, 73, 50, 96, 98
18. C=C1C(=O)O[C@H]2[C@H]1CC/C(COC(=O)c1cccnc1N)=C\CC[C@@]1(C)O[C@@H]21
 : -3.7*, 34, 32, -2.2*, 5.2*, ., -15*, 34, 27
19. COc1cccc2c1C=CC1(O2)Oc2cccc(OC)c2C=C1C (stereo not given)
 : 40, 5.4*, 4.9*, -18*, 7.1*, 29, 13, 35, 57
20. O=C1/C(=C/c2ccccc2O)CC/C1=C\c1ccccc1O
 : 70, 108, 73, 67, 69, 92, 56, 60, 83
21. NC(=O)OCCO
 : 113, ., 105, 110, 110, 100, 96, 99, 100
22. CC(=O)Nc1c(Br)cc2c(c1Br)Cc1cc(Br)ccc1-2
 : 61, ., 76, 92, 39, 81, 76, 73, 85
23. COC(=O)c1ccc(C(=Nc2ccc(N(C)C(=O)CN3CCN(C)CC3)cc2)c2c(O)[nH]c3ccc(C(=O)OC)cc23)cc1
 : 19, 18, 107, 18, 44, 12, 19, 35, 33
24. Oc1ccccc1C=Nc1ccccc1
 : 101, 99, 112, 38, 109, ., 106, 104, 101
25. CC(C)(C)OC(=O)N1C=C/C(=C/Cn2cc(-c3ccccc3)nn2)CC1
 : 75&69, 51&55, 79&74, 105&109, 88&86, 70&68, 80&75, 70&67, 75&76
26. O=S1(=O)N(CCNc2nccc(-c3c(-c4cccc(O)c4)nc4sccn34)n2)CCN1Cc1ccccc1
 : 41, -21*, 74, 69, 42, 39, 52, 84, 71
27. c1ccc(C(c2ccccc2)c2ccc(C(c3ccccc3)(c3ccccc3)c3ccccc3)cc2)cc1
 : 99, 113, 103, 116, 106, 94, 77, 97, 95
28. C/C(=N\NC(=O)CSc1nc2ccccc2c(=O)n1CCc1ccc(S(N)(=O)=O)cc1)c1ccc(N)cc1
 : 104, ., 96, 101, 100, 91, 83, 84, 90
29. CC1(C)CC=CC(COC(=O)c2ccccc2C(=O)O)C1 (stereo not given)
 : 110, ., 103, 116, 102, 108, 94, 102, 111
30. Cc1ccc(C)c2sc(NN)nc12
 : 107, 97, 108, 134, 102, 95, 97, 93, 109

# 17 of the compounds above, with tabs.
item	Structure	ACHN	A498	NCI/ADR-RES	RXF 393	NCI-H460	CAKI-1	NCI-H522	NCI-H23	NCI-H226
6	COc1ccc(CCNC(=O)[C@H](O)[C@@H](N)Cc2ccccc2)cc1OC	104	110	109	104	115	99	93	98	100
7	COc1ccc(-n2c(N)c(C(=O)NCCN3CCOCC3)c3nc4ccccc4nc32)cc1OC	42	60	57	64	25	165	53	67	74
8	COc1nc2c(c(=O)[nH]1)C(c1ccc(F)cc1)C=C(C(=O)O)N2 (stereo not given)	105	86	104	109	105	99	107	99	106
9	N[C@H](Cc1cc(I)c(Oc2ccc(O)c(I)c2)c(I)c1)C(=O)O	.	91	97	98	107	73	99	102	99
10	O=C1/C(=C/c2ccc(F)cc2)COc2ccc(O)c(O)c21	-67*	105	1.0*	-3.0*	49	9.0*	-65*	44	80
11	COc1ccc(NC(=O)CSc2nc3ccccc3c(=O)n2C)cc1	95	57	93	103	98	91	84	89	92
12	CC(C)Nc1ncccn1	103	96	103	107	107	93	99	.	98
13	Nc1nn2c(-c3ccc(Cl)cc3)ccnc2c1N=Nc1ccc(S(N)(=O)=O)cc1	110	84	110	115	107	93	95	108	101
14	Nc1c(C(=O)O)c(Br)cc2c1C(=O)c1ccccc1C2=O	90	101	95	112	98	.	92	89	96
15	Cc1noc(C)c1-c1ccc(=O)n(Cc2cccc3cccnc23)n1	104	84	95	96	98	75	81	89	85
16	C/C=C(C)/C=N/NC(=O)C(=O)N/N=C/C(C)=C/C	104	100	101	109	109	102	106	105	101
17	COc1ccc(Nc2nc(SCCC(C)C)nc(-c3ccc(F)cc3)c2C#N)cc1	98	85	92	108	97	73	50	96	98
18	C=C1C(=O)O[C@H]2[C@H]1CC/C(COC(=O)c1cccnc1N)=C\CC[C@@]1(C)O[C@@H]21	-3.7*	34	32	-2.2*	5.2*	.	-15*	34	27
19	COc1cccc2c1C=CC1(O2)Oc2cccc(OC)c2C=C1C (stereo not given)	40	5.4*	4.9*	-18*	7.1*	29	13	35	57
20	O=C1/C(=C/c2ccccc2O)CC/C1=C\c1ccccc1O	70	108	73	67	69	92	56	60	83
21	NC(=O)OCCO	113	.	105	110	110	100	96	99	100
22	CC(=O)Nc1c(Br)cc2c(c1Br)Cc1cc(Br)ccc1-2	61	.	76	92	39	81	76	73	85

# Continued.
# Every second line gives: ACHN, A498, NCI/ADR-RES, RXF 393, NCI-H460, CAKI-1, NCI-H522, NCI-H23, NCI-H226
31. CCC(=O)OCNC(=O)NNc1ccc([N+](=O)[O-])cn1
 : 111, 99, 110, 120, 107, 103, 87, 108, 101
32. Cn1ccc2cc(NC(=O)Cn3cc(CN4CCCC4)nn3)ccc21
 : 103, 106, 103, 110, 107, 96, 102, 103, 97
33. CN(C)S(=O)(=O)Oc1ccc(-c2ccc3sccc3c2)cc1
 : 107, 87, 98, 101, 103, 84, 82, 92, 88
34. O=c1c2cccc(Br)c2[nH]c(=S)n1-c1ccc(S(=O)(=O)Nc2ccc(Cl)nn2)cc1
 : 98, 96, 104, ., 104, 90, 90, 99, 101
35. CCOc1cccc(/C=C2\NC(=S)N(c3ccccc3)C2=O)c1O
 : 96, 110, 86, 107, 97, ., 88, 78, 75
36. Brc1ccc2[nH]c(-c3cn(Cc4ccccc4)c4ncccc34)nc2n1
 : 102, 102, 90, 105, 98, 90, 89, 95, 91
37. Cc1cc(=O)c(C(=O)N[C@@H](C(=O)N[C@@H]2C(=O)N3C(C(=O)O)=C(CSc4nnnn4C)CSC23)c2ccc(O)cc2)c[nH]1 (stereo not given in full)
 : 106, 94, 108, 119, 107, 94, ., 105, 106
38. COc1ccc(C2SCC(=O)N2NC(=O)C(O)(c2ccccc2)c2ccccc2)cc1 (stereo not given)
 : 98, 107, 94, 81, 114, 80, 89, 88, 98
39. CCCC(C(=O)OCCN(CC)CC)(c1ccccc1)c1ccccc1
 : 98&98&98, 84&72, 92&98&80, 91&96, 100&107&101, 93&71, 79&103&76, 92&103&95, 93&106&91
40. Clc1ccccc1C=Nc1ccc2c(c1)Cc1ccccc1-2
 : 105, 100, 103, 106, 109, 96, 92, 106, 93
41. COc1ccc(C(=O)CSc2nc(-c3cccnc3)cc(-c3ccc(OC)c(OC)c3)c2C#N)cc1
 : 100, 80, 89, ., 99, 85, 79, 87, 85
42. CCC(=N\O)/C(C)=N/O
 : 102, 103, 100, 98, 105, 95, 94, 98, 91
43. Nc1cc2c(cc1Br)[nH]c(=O)c1ccccc12
 : 23, 56, 63, 22, 38, 53, 43, 54, 55
44. C=CCOc1ccc2c(C)cc(=O)oc2c1
 : 108, 71, 104, 134, 100, 98, 93, 102, 109
45. CN1CCN(c2ccc(Nc3nc(NCCNC(=O)c4ccc(Cl)cc4)c4sccc4n3)cc2)CC1
 : 110, 94, 99, 101, 112, 101, 101, 100, 105
46. COc1cccc(CCC(=O)O)c1
 : 100, ., 99, 111, 107, 87, 104, 93, 101
47. CC[C@]12C=CCN3CC[C@@]4(c5ccc(OC)cc5N(C)[C@H]4[C@@](O)(C(=O)OC)[C@@H]1OC(=O)CCCOc1cc(O)c4c(=O)cc(-c5ccccc5)oc4c1)[C@@H]32
 : 96, 112, 94, 125, 98, 58, 88, 108, 103
48. Clc1ccc2[nH]cc(-c3nc(-c4c[nH]c5ncccc45)cs3)c2c1
 : 26, 60, 39, 45, 19, 17, 46, 52, 63
49. CC(NC(=O)C(NC(=O)OCc1ccccc1)C(C)O)C(=O)OCc1ccccc1 (stereo not given)
 : 107, 124, 108, 120, 109, 100, 89, 104, 107
50. NC(=NCCCC1(c2ccccc2)CCCC1)Nc1ccc(Cl)cc1
 : 35, 83, 67, 52, -33*, 65, 57, 44, 96
51. CNS(=O)(=O)c1ccc(C)cc1C
 : 103, 123, 110, 107, 108, 91, 99, 106, 101
52. Cc1nc(Nc2ccc(Cl)cc2)sc1C(=O)/C=C/c1c(Cl)cccc1Cl
 : 103, 85, 95, 106, 91, 97, 60, 100, 112
53. Cc1nc(NC(=O)COc2ccc(/C=C3\Cc4ccc(Cl)cc4C3=O)cc2)sc1C
 : 94, 139, 96, 135, 101, 86, 79, 100, 99
54. ClC(Cl)=C(Cl)C(Cl)(Cl)Cl
 : 105, 86, 107, 113, 102, 98, 86, 106, 102
55. CN1CCN(C(=O)c2c3c(n4ccccc24)C(=O)c2ncccc2C3=O)CC1
 : 32, 51, 71, 61, 16, 36, 52, 27, 69
56. Cc1ccc(NC2=C3CCCCC3OC2=O)cc1 (stereo not given)
 : 39, 124, 98, 80, 73, 90, 56, 75, 82
57. O=C(Nc1cccc(Cl)c1)OCCCCl
 : 109, 88, 106, ., 96, 91, 62, 99, 91
58. COCCn1c(-c2ccnn2C)nnc1N1CCC(F)(F)C1
 : 103, 81, 103, ., 101, 86, 101, 103, 107
59. O=C(O)c1cccc2cccnc12
 : 110, 84, 101, 102, 104, 108, 98, 104, 101
60. O=C1C[C@H]2c3ccccc3N(Cc3ccccc3)[C@H]2C1C(=O)N1CCCCC1 (stereo not given in full)
 : 104, 92, 101, 94, 66, 82, 89, 106, 70

# Every second line gives: ACHN, A498, NCI/ADR-RES, RXF 393, NCI-H460, CAKI-1, NCI-H522, NCI-H23, NCI-H226
61. CCCC1CCC(O)(C(C)(O)C(=O)NC2C(=O)N3NCCCC3C(=O)N(O)C(C)C(=O)N3NCCCC3C(=O)N3NCC(O)CC3C(=O)NC(C)C(=O)OC2C(C)C)OC1CC (stereo not given)
 : -68*, -95*, -77*, -54*, -82*, -83*, -25*, -86*, -54*
62. COC(=O)Nc1nc2ccc(Sc3ccccc3)cc2[nH]1
 : ., 14, -30*, 15, 6.4*, 39, 13, 33, 20
63. Cc1cc2c(-c3nc4cc(O)ccc4[nH]3)c(O)c(O)cc2c(O)c1-c1c(C)cc2c(-c3nc4ccc(O)cc4[nH]3)c(O)c(O)cc2c1O
 : 95, 98, 101, 112, 98, ., 86, 100, 95
64. CCCCn1c(-c2ccc(O)cc2)cn2c3c(=O)[nH]c(=O)n(C)c3nc12
 : 93, 76, 90, 75, 69, 87, 31, 82, 85
65. CN(C)C=Nc1nc(=O)n([C@@H]2O[C@H](CO)[C@@H](O)C2(F)F)cc1F
 : 18, 93, 26, 93, 70, 34, 44, 81, 99
66. OCC(O)CO
 : 100, 88, 101, 106, 103, 106, ., 98, 97
67. C(CSC1=NCCN1)CSC1=NCCN1
 : 103, 118, 98, 109, 100, 106, 65, 100, 93
68. C=C(CC(=O)OC)C(C)=O
 : 109, 95, 113, 112, 111, 101, 101, 105, 104
69. CCC(=O)OCCCOCCCOc1ccccc1
 : 106, 99, 97, 101, 104, 112, 96, 92, 104
70. COc1ccc(N)cc1Cl
 : 111, 88, 101, 120, 114, ., 84, 96, 116
71. Cc1cc(C(=O)c2ccc(Cl)cc2)ccc1O
 : 87, 76, 92, 76, 106, 91, 73, 102, 90

# Three structures from above, arranged by molar mass, rising:
# Every second line gives: ACHN, A498, NCI/ADR-RES, RXF 393, NCI-H460, CAKI-1, NCI-H522, NCI-H23, NCI-H226
66. OCC(O)CO
 : 100, 88, 101, 106, 103, 106, ., 98, 97
70. COc1ccc(N)cc1Cl
 : 111, 88, 101, 120, 114, ., 84, 96, 116
69. CCC(=O)OCCCOCCCOc1ccccc1
 : 106, 99, 97, 101, 104, 112, 96, 92, 104

# Assay outcomes from PubChem.
